# Screening data as filed in PubChem.
# FXIIa single = inhibitors of human coagulation factor XIIa | purified human FXIIa, AMC substrate fluorescence, 2 h | inhibition, % at 10 µM | 33,000 compounds, 0.2% hits | AID 701; in the data active = inhibition above about 30%;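 also: 0% = enzyme with vehicle only and 100% = no enzyme blank; many of its hits are not listed in these tables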
# FXIa single inh = blocks human coagulation factor XIa activity. purified human FXIa, fluorogenic AMC substrate cleavage. inhibition, % at 10 µM. 33,000 compounds, 0.3% hits;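 active = inhibition above 40% in the primary screen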;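 also: 0% = enzyme without compound and 100% = blank wells lacking enzyme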
# Target sequence (P03951 19-387 limits assumed): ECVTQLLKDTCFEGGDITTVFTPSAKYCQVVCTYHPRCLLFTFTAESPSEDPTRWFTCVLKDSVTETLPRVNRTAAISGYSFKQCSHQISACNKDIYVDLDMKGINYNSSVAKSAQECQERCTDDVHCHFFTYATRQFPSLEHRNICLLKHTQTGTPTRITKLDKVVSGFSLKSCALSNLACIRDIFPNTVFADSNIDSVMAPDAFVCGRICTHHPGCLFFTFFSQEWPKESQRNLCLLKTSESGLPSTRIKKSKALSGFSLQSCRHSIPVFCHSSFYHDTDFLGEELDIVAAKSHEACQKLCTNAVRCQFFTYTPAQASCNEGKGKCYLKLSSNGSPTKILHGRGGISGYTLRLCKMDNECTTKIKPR
# Target sequence (P03951 388-625 limits assumed): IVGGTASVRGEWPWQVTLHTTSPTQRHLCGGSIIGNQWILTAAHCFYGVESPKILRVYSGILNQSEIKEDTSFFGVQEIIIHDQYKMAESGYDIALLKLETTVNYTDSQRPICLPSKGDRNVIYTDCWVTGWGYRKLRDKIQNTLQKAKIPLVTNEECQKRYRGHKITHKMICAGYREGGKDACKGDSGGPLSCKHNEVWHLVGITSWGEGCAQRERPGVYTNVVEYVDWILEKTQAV
# Active calls of the source: *. An excerpt. The share of hits here may be higher or lower than overall.
FXIIa single	FXIa single inh	smiles
2.9	-0.3	COc1ccc(-c2nc(-n3c(C)c(C(C)=O)c(C(C)=O)c3C)sc2C)cc1
6.3	-7.8	COc1ccc(NC(=O)CSc2nnc(-c3ccccn3)n2-c2ccccc2)cc1OC
3.2	-2.5	CC1(C)CC(=S)Nc2ccccc2S1
6.2	3.5	C1=C(c2ccccc2)Nc2nnnn2C1c1cccs1 (configuration not stated)
4.8	2.3	CCOc1cc(C2NC(=O)NC(O)(C(F)(F)F)C2C(=O)c2ccc(OC)cc2)ccc1O (configuration not stated)
6.7	-0.4	CC1CCN(CCc2nc3cc(NC(=O)NC4CCCCC4)ccc3n2C)CC1
0.2	-10.5	CCCN1CCN(CCCNC(=O)CCNC(=O)Cn2ccc3ccccc3c2=O)CC1
7.7	19.1	O=C(C1CCCN(S(=O)(=O)Cc2ccccc2)C1)N1CCc2ccccc21 (configuration not stated)
6.7	7.9	COc1ccc(N(CC(=O)NCCC2=CCCCC2)S(C)(=O)=O)cc1
-10.5	-14.0	CC(C)=C1SC(N2CCCCC2)=NC1=O
9.2	2.4	O=C(Nc1ccccc1C(=O)N1CCOCC1)c1ccco1
4.9	3.8	Cn1c(=O)c2c(-c3ccccc3)n(Cc3cccnc3)cc2n(C)c1=O
-18.4	3.2	Cc1onc(-c2c(Cl)cccc2Cl)c1C(N)=O
5.1	2.2	Cc1ccc(C(=O)Cn2cnc3ccccc3c2=O)cc1C
3.9	2.4	Cc1[nH]nc(N2CCCCCC2)c1[N+](=O)[O-]
4.6	7.8	COc1ccc(/C=C2\CCOC2=O)cc1
7.7	-7.5	CCCCc1ccc(NC=C2C(=O)OC3(CCCCC3)OC2=O)cc1
0.4	-5.5	O=C(c1ccc(C#CC2(O)CCCCC2)cc1)N1CCN(Cc2ccccc2)CC1
0.0	-3.4	Cc1cc(NC(=O)C2CCCN2C(=O)Nc2c(C)cccc2C)ccc1-n1cnnn1 (configuration not stated)
3.1	-10.7	Cc1c(NC(=O)c2ccccc2NS(=O)(=O)c2ccc(Br)cc2)c(=O)n(-c2ccccc2)n1C

# An excerpt from above in order of heavy-atom count, smallest number first:
FXIIa single	FXIa single inh	smiles
-10.5	-14.0	CC(C)=C1SC(N2CCCCC2)=NC1=O
6.2	3.5	C1=C(c2ccccc2)Nc2nnnn2C1c1cccs1 (configuration not stated)
3.1	-10.7	Cc1c(NC(=O)c2ccccc2NS(=O)(=O)c2ccc(Br)cc2)c(=O)n(-c2ccccc2)n1C

# Next part.
FXIIa single	FXIa single inh	smiles
1.3	-6.6	CCn1cc(C(=O)Nc2cccc(NC(C)=O)c2)c2cc(OC)c(OC)cc2c1=O
5.6	-3.7	C/C=C/c1ccc(Oc2nnnn2-c2ccc(C(N)=O)cc2)c(OC)c1
-11.8	13.0	CC(=O)C1=C(O)C(=O)N(CCC(=O)O)C1c1ccc(Cl)cc1Cl (configuration not stated)
10.4	4.9	CCCS(=O)(=O)N1CCN(C(=O)c2ccco2)CC1
-2.2	-2.9	CCOc1ccc(C2C(C(=O)c3ccco3)=C(O)C(=O)N2CCN(C)C)cc1 (configuration not stated)
5.6	-3.8	COc1ccc(-c2nn(CC(=O)Nc3ccc(Cl)c(Cl)c3)c(=O)c3ccccc23)cc1
4.0	-3.1	C=CCSc1nc(C)c2cc(C)cc(C)c2n1
5.9	-2.3	O=C(Nc1cccc(NC(=O)c2ccc(-c3cccc(Br)c3)o2)c1)c1ccco1
20.5	2.8	Cc1ccc(C(=O)OCC(=O)N2CC(=O)Nc3ccccc32)s1
1.6	-5.5	Fc1ccc(CSc2nc3ccccc3[nH]2)cc1
6.1	-12.9	CCCCNC(=O)CN(CCc1ccccc1)S(C)(=O)=O
4.4	4.5	COC(=O)C(NC(C)=O)(Nc1sc2c(c1C(N)=O)CCCC2)C(F)(F)F (configuration not stated)
9.9	-6.4	OC1(c2ccc(F)cc2)CCN(Cc2nnnn2Cc2cccs2)CC1
17.2	-4.8	Cc1cccc(C)c1N1CCN(S(=O)(=O)N2CCOCC2)CC1
2.5	0.6	CCCCN(Cc1cc2cc(OC)ccc2[nH]c1=O)C(=O)c1ccco1
4.2	5.4	CC1CC(Nc2ccccc2)c2ccccc2N1C(=O)c1cccnc1 (configuration not stated)
-3.2	-8.5	CCN(C(=O)CSc1nnc(-c2ccncc2)n1C)C1CCS(=O)(=O)C1 (configuration not stated)
5.6	-0.9	C=CCNCC#CCOc1ccc(OC)cc1
12.7	4.7	Cc1nc(N(C)Cc2ccccc2)c2nnn(Cc3ccccc3)c2n1
3.5	44.4*	Cc1ccc(NC(=O)CCn2cccc2)cc1

# 6 entries already listed, sorted by the value under FXIa single inh, rising.
FXIIa single	FXIa single inh	smiles
-3.2	-8.5	CCN(C(=O)CSc1nnc(-c2ccncc2)n1C)C1CCS(=O)(=O)C1 (configuration not stated)
1.3	-6.6	CCn1cc(C(=O)Nc2cccc(NC(C)=O)c2)c2cc(OC)c(OC)cc2c1=O
9.9	-6.4	OC1(c2ccc(F)cc2)CCN(Cc2nnnn2Cc2cccs2)CC1
5.6	-3.7	C/C=C/c1ccc(Oc2nnnn2-c2ccc(C(N)=O)cc2)c(OC)c1
5.6	-0.9	C=CCNCC#CCOc1ccc(OC)cc1
4.4	4.5	COC(=O)C(NC(C)=O)(Nc1sc2c(c1C(N)=O)CCCC2)C(F)(F)F (configuration not stated)

# Following part.
FXIIa single	FXIa single inh	smiles
-2.1	-0.5	CC(C)Cn1c(N)c(C(=O)COC(=O)CC23CC4CC(CC(C4)C2)C3)c(=O)n(C)c1=O
5.7	-4.8	CSc1nsc(SCC(=O)Nc2c(C)n(C)n(-c3ccccc3)c2=O)n1
3.6	3.8	Cc1ccccc1CCNC(=O)C1CCN(S(=O)(=O)c2ccc(-n3cnnn3)cc2)CC1
4.6	-2.0	O=C(c1ccccc1)c1ccc(Oc2ncccn2)cc1
-0.5	-1.4	Cc1cc(C)nc(NS(=O)(=O)c2ccc(NC(=O)c3ccco3)cc2)n1
9.5	9.7	CCOC(=O)c1c(NC(=O)c2cccnc2)sc(C)c1C
-1.8	-2.3	CC1CN(C(=O)c2cccc(C(=O)N3CC(C)OC(C)C3)c2)CC(C)O1 (configuration not stated)
7.8	-1.8	CCc1c(C)[nH]c2ccc(C)cc2c1=O
7.9	0.8	COc1ccc(-n2nnnc2SCC(=O)c2ccc3c(c2)OCCO3)cc1
19.6	2.5	COc1ccc(CCNC(=O)c2nn(C)cc2Cl)cc1
8.1	9.9	CCOC(=O)NC(=O)/C(C#N)=N/Nc1c(F)cccc1F
7.2	-1.0	COc1ccc(S(=O)(=O)N(C)CC(=O)Nc2ccc3c(c2)OCO3)cc1OC
-2.8	0.8	O=C(NCCCN1CCCC1)c1ccc(CSCc2cccc(Cl)c2)o1
-0.4	0.4	COc1ccc(NC(=O)C2CCC(CNc3c(N4CCC(C)CC4)c(=O)c3=O)CC2)cc1OC (configuration not stated)
4.3	-3.1	O=C(NCC1CCCO1)Nc1ccc(Cl)cc1 (configuration not stated)
2.1	-3.1	C/C(N)=C(/C#N)C(=O)CSc1nnc(Nc2ccccc2C)s1
-14.7	17.7	Cc1ccccc1CNC(=O)c1ccccc1C
-12.3	14.7	Cc1nnc(Sc2c(N)n(C)c(=O)n(C)c2=O)s1
8.8	2.0	CC(=O)N1CCN(c2ccc(Nc3nc(C)nc4c3oc3ccccc34)cc2)CC1
5.5	4.5	CC(C)c1ccc(S(=O)(=O)c2n[nH]n3c2nc(=O)c2ccccc23)cc1

# Next part.
FXIIa single	FXIa single inh	smiles
-37.7	23.9	Cc1cccc(-c2cc3nc(-c4ccccc4)cc(N4CCC5(CC4)OCCO5)n3n2)c1
3.0	10.5	Cc1cc(NS(=O)(=O)c2ccc(CC(C)C)cc2)no1
-0.8	5.6	CCOC(=O)c1c(-c2ccccc2)oc2ccc(OC)cc12
0.2	0.5	Cc1c(CCC(=O)O)c(=O)n2c([nH]c3ccccc32)c1C#N
8.9	-2.4	O=C(NC1CCCCC1)C1Cc2ccccc2CN1S(=O)(=O)c1ccc(F)cc1 (configuration not stated)
8.7	-2.6	Cc1ccc(NC(=O)C2COc3ccccc3O2)nc1 (configuration not stated)
3.6	-2.7	COc1cc(C(=O)NCc2nnc(SCC(=O)NCc3ccccc3)o2)cc(OC)c1OC
3.5	-13.6	COc1ccc(CC(=O)NNC(=S)Nc2ccc(Br)cc2)cc1
7.6	4.4	CCN(CC)CCn1c(NCc2cc(OC)ccc2OC)nc2ccccc21
4.7	3.3	Cc1onc(-c2ccccc2)c1-c1nc2ccccc2c(=O)o1
2.9	0.6	Cc1ccc2c(CN3CCN(CCO)CC3)cc(=O)oc2c1C
6.7	0.8	COC(=O)c1cc(C)sc1NC(=O)c1cccnc1
-0.3	-8.2	CC(=O)Oc1cc2c(cc1Cl)C1(CC(c3ccccc3Cl)O2)CC(C)(C)NC(=S)N1 (configuration not stated)
8.2	2.3	Cc1ccc(S(=O)(=O)Nc2ccc(NC(=O)CN3CCCCC3)cc2)cc1
4.0	-0.4	COc1ccc(CNC(=O)COc2ccc(S(=O)(=O)NC(C)C)cc2)cc1
3.7	-1.7	CCCCC(=O)Nc1ccc(C(=O)NCCCn2ccnc2)cc1
-0.7	1.1	COc1ccc(C)cc1N(C(=O)CNC(=O)c1ccco1)C(C(=O)NC1CCCC1)c1cccnc1 (configuration not stated)
6.5	6.0	COc1cc(CNn2cnnc2)ccc1OCC(=O)NC(C)(C)C
8.1	1.6	CCOC(=O)c1ccccc1NC(=O)c1cccc(F)c1
-11.0	-1.7	CCOC(=O)c1[nH]c(C)c(C(=O)N2CCN(c3cccc(Cl)c3)CC2)c1C

# Going on with the list.
FXIIa single	FXIa single inh	smiles
-11.3	17.8	Cc1cccc(Nc2nc(-c3ccc4c(c3)OCCO4)cs2)c1
3.8	4.5	Cn1c(NC(=O)Cc2cccs2)cc(=O)n(C)c1=O
4.6	2.5	O=C(c1ccncc1)N1CCN(c2cccc(C(F)(F)F)c2)CC1
2.1	0.9	CC(C)CNS(=O)(=O)c1ccc(CCC(=O)N2CCOCC2)cc1
3.9	0.4	CCC(C)(C(=O)NC1CCCCC1)N(C)C(=O)c1ccccn1 (configuration not stated)
2.5	0.8	CCOc1ccc(NC(=O)CCC(=O)n2nc(C)cc2C)cc1
-4.1	-6.7	COc1ccc(C(=S)N2CCN(C)CC2)cc1
-4.2	-2.4	COC(=O)c1ccc(NC(=O)CN(Cc2ccc(Cl)cc2)S(C)(=O)=O)cc1
7.1	-12.0	N#Cc1c(-c2ccc(Cl)cc2)nc2n(c1=O)CCCS2
7.6	12.2	COc1cc(OC)c(OC)cc1CN1CCN(S(=O)(=O)c2ccc(F)cc2)CC1
-10.8	15.5	CCCCCC/C(=N\NS(C)(=O)=O)c1ccccc1
4.3	-5.0	Cc1nnc(N(C(=O)c2cnccn2)c2ccccc2)s1
0.2	-0.1	CC(=O)Nc1ccc(NC(=O)COC(=O)Cc2cccs2)cc1
8.1	2.2	CCN(CC)CCCN=Cc1c(O)n(Cc2ccccc2)c(=O)c2ccccc12
0.5	9.5	O=C(NC1CCCCC1)N1CCCC(c2nc(-c3cccs3)no2)C1 (configuration not stated)
-3.2	-1.2	COCCNCCOCCOc1ccc(Cl)c(C)c1
3.7	10.5	C#CCOC(=O)C(NC(=O)c1ccccc1)=C(C)C
0.1	-3.4	COc1cccc(-n2nc3c(-n4ncc(C#N)c4N)nnc(C)c3c2C)c1
2.5	7.0	Cc1ccc(-n2c(Cc3cccn3C)nnc2SCC(=O)NCc2ccc3c(c2)OCO3)cc1
-2.9	-11.3	CCOC(=O)c1sc2nc3c(cc2c1N)COC(C)(CC)C3 (configuration not stated)

# Overlap with the part before: two entries, then new ones.
FXIIa single	FXIa single inh	smiles
2.5	7.0	Cc1ccc(-n2c(Cc3cccn3C)nnc2SCC(=O)NCc2ccc3c(c2)OCO3)cc1
-2.9	-11.3	CCOC(=O)c1sc2nc3c(cc2c1N)COC(C)(CC)C3 (configuration not stated)
6.0	-6.7	CN1CCN(C(=O)c2ccc(COc3ccc(C(C)(C)C)cc3)o2)CC1
-6.4	-0.4	Cc1ccn(C(=O)c2cc3cc(Cl)ccc3oc2=O)n1
10.9	3.6	Cc1cc(C(=O)CSc2nc3ccccc3n2C)c(C)n1C
3.1	6.8	CCOC(=O)c1cc2sc(C)cc2n1CC(=O)Nc1ccc2c(c1)OCCO2
10.9	6.3	Cc1ccc(C2C3=C(NCCN=C3c3ccccc3)C(=O)N2c2ccccc2)cc1 (configuration not stated)
-12.3	16.2	Cc1cc(OCCOCCNC(C)C)cc(C)c1Cl
13.1	-0.2	CCOC(=O)c1cnc(SC2CCc3ccccc3C2=O)nc1N (configuration not stated)
3.5	6.5	Clc1ccccc1OCc1nc(-c2ccc(Br)o2)no1
-11.2	0.2	CC(=O)NC(c1cccc([N+](=O)[O-])c1)c1c(OC(C)=O)ccc2ccccc12 (configuration not stated)
12.7	-2.6	CCS(=O)(=O)n1nc(-c2ccccc2)nc1SC
-14.4	26.0	CC(=O)c1cn(CC(=O)Nc2c(C)cccc2C)c2ccccc12
-10.9	-0.7	CCNC(=O)N1CCNC(=O)C1CC(=O)Nc1ccc(C(=O)OCC)cc1 (configuration not stated)
1.9	-7.6	Cc1nn(Cc2c(Cl)cccc2Cl)c(C)c1C(=O)NCc1ccc(C)n1C
3.6	4.8	O=C1CC(c2ccc(F)cc2)CC(O)=C1C=NCCN1CCN(C(=O)Nc2ccccc2)CC1 (configuration not stated)
6.4	-1.0	Cc1cccc(N2CCN(C(=O)CCc3nc4ccccc4[nH]3)CC2C)c1 (configuration not stated)
5.9	-5.9	Cc1cc(=O)oc(C)c1C(=O)OCC(=O)c1ccc(Cl)cc1
5.0	0.2	COc1ccc(N2C(=O)C3CC(C)=C(C)CC3C2=O)c(OC)c1 (configuration not stated)
5.6	-19.6	CCC(C)NC(=O)Nc1ccc2c(c1)N(C)C(=O)c1ccccc1S2 (configuration not stated)
-10.4	-12.7	O=C(Nc1ccccc1Cl)c1ccn[nH]1
-80.2	-43.5	CN(C)Cc1c(O)ccc2c3c(c(=O)oc12)CCCCC3
-0.3	-5.8	Cc1ccc(SCC(=O)NC(C)(C)C)cc1
3.3	7.2	CC(C)c1nc2ccc(NC(=O)C34CC5CC(CC(C5)C3)C4)cc2[nH]1
